POLB inh – qHTS Assay for Inhibitors of DNA Polymerase Beta. P06746. Pol beta primer extension/strand displacement, fluorescence kinetic. Potency, µM (highest dose often 114 µM), for the others: at the highest dose activity change, negative = inhibition, most hits filed as inhibitors. 1.3% of 340,000 active. AID 485314, 2010; note: potency is the fitted concentration of half-maximal effect; % is set by controls: 0 for no effect and ±100 for the full control effect
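Kinetic readout of DNA synthesis with strand displacement by Pol beta. Compound and 10 nM enzyme sit 15 min at room temperature; 50 nM substrate starts the reaction, read immediately and at 10 min.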
RXFP1 antagonist – qHTS Assay for Antagonists of the Relaxin Receptor RXFP1; HEK293-RXFP1, relaxin-stimulated cAMP HTRF, 30 min; hits give low values; 0.59% of 350,000 active; Relaxin receptor 1 (Homo sapiens), Q9HBX9; AID 1259400, 2018; activity change, negative = inhibition, % at 57.5 µM;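 active = activity change of -60% or lower, but not beyond a set lower limit; inconclusive = change between -60% and -40%, or beyond the set limit; inactive = change above -40%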; note: % is set by controls: 0 for no effect and ±100 for the full control effect
POLK inh – qHTS for Inhibitors of Polymerase Kappa; DNA polymerase kappa (Homo sapiens), Q9UBT6; purified Pol kappa, fluorescent DNA synthesis assay, 10 min; Potency, µM (titrated, usually from 107 µM), for inactives: at the highest dose activity, negative = inhibition, hits mostly inhibitors; 0.53% of 400,000 active; note: potency is the fitted concentration of half-maximal effect; % is set by controls: 0 for no effect and ±100 for the full control effect
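Kinetic fluorescence readout at 0 and 10 min followed reaction start with substrate at 50 nM final. Beforehand, enzyme (10 nM Pol kappa) stood 15 min with compound at room temperature; buffer-only wells were negative controls.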
APEX1 inh – qHTS Assay for Inhibitors of the Human Apurinic/apyrimidinic Endonuclease 1 (APE1). DNA repair nuclease/redox regulator APEX1 (Homo sapiens), P27695. Potency, µM (titrated, usually from 65.8 µM), inactives show at the highest dose activity change, negative = inhibition, usual class: inhibitors. AID 2517, 2012. recombinant APE1, TAMRA/BHQ-2 abasic DNA cleavage fluorescence. 0.35% of 350,000 active;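 note: potency is the fitted concentration of half-maximal effect; plate controls were vehicle for no effect and reference inhibitor for full effect; nearly all actives have a fitted effect of over 55% in size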
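Measures dequenching upon AP-site incision of a 5'-TAMRA/3'-BHQ-2 THF-containing duplex, 50 nM; human APE1 0.75 nM after 15 min room-temperature exposure to compound; kinetic three-point read at one-minute spacing.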
PGK inhibitor – qHTS Assay to Find Inhibitors of Phosphoglycerate Kinase; PGK/GAPDH coupled, Kinase-Glo luminescence, 60 min; 0.043% of 380,000 active; Potency, µM (top dose mostly 57.5 µM), for the others: top-dose activity change, negative = inhibition, most hits filed as inhibitors; note: potency is the fitted concentration of half-maximal effect; % is set by controls: 0 for no effect and ±100 for the full control effect; nearly all actives have a fitted effect of over 60% in size
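Recombinant glycosomal PGK reaction used 1,3-bisphosphoglycerate generated in-well by GAPDH (100nM final) in 100mM TEA pH 7.6, 5mM MgCl2, 0.01% Tween-20. After 60 minutes at room temperature, ATP was read by Kinase-Glo Plus luminescence end-point.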
POLH inh – qHTS for Inhibitors of Polymerase Eta; DNA polymerase eta (Homo sapiens), Q9Y253; recombinant Pol eta, fluorescent DNA replication assay; Potency, µM (doses to about 114 µM), without a hit: at the top dose activity change, negative = inhibition, usual class: inhibitors; 1.2% of 390,000 active; note: potency is the fitted concentration of half-maximal effect; % is set by controls: 0 for no effect and ±100 for the full control effect
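Pol eta at 10 nM preincubated with compounds 15 min at room temperature; reaction started with fluorescent substrate (50 nM final) and read kinetically at 0 and 10 min.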
Anesthetic bind – qHTS Assay for Identification of Novel General Anesthetics; Ferritin light chain (Equus caballus), P02791; apoferritin/1-aminoanthracene competitive binding, fluorescence; 0.074% of 350,000 active; Potency, µM (highest dose often 77.5 µM), for inactives: at the highest dose activity change, negative = displacement, most hits filed as inhibitors; note: potency is the fitted concentration of half-maximal effect; % is set by controls: 0 for no effect and ±100 for the full control effect; nearly all actives have a fitted effect of over 20% in size
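Read-out: endpoint 1-AMA fluorescence, excitation 380 nm and emission 535 nm, after compounds sit 10 min at room temperature with 10 uM horse-spleen apoferritin in 50% saturated 1-AMA/PBS. Values come from four-parameter Hill fits.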
BLM inh – qHTS Assay for Inhibitors of Bloom's syndrome helicase (BLM); RecQ-like DNA helicase BLM (Homo sapiens), P54132; recombinant BLM DNA unwinding, fluorescence dequenching; Potency, µM (titrated, usually from 56.1 µM), without a hit: at the highest dose activity change, negative = inhibition, hits mostly inhibitors; 0.2% of 350,000 active;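 note: potency is the fitted concentration of half-maximal effect; plate controls were vehicle for no effect and no enzyme for full effect; nearly all actives have a fitted effect of over 35% in size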
Target sequence (P54132 whole entry, looked up): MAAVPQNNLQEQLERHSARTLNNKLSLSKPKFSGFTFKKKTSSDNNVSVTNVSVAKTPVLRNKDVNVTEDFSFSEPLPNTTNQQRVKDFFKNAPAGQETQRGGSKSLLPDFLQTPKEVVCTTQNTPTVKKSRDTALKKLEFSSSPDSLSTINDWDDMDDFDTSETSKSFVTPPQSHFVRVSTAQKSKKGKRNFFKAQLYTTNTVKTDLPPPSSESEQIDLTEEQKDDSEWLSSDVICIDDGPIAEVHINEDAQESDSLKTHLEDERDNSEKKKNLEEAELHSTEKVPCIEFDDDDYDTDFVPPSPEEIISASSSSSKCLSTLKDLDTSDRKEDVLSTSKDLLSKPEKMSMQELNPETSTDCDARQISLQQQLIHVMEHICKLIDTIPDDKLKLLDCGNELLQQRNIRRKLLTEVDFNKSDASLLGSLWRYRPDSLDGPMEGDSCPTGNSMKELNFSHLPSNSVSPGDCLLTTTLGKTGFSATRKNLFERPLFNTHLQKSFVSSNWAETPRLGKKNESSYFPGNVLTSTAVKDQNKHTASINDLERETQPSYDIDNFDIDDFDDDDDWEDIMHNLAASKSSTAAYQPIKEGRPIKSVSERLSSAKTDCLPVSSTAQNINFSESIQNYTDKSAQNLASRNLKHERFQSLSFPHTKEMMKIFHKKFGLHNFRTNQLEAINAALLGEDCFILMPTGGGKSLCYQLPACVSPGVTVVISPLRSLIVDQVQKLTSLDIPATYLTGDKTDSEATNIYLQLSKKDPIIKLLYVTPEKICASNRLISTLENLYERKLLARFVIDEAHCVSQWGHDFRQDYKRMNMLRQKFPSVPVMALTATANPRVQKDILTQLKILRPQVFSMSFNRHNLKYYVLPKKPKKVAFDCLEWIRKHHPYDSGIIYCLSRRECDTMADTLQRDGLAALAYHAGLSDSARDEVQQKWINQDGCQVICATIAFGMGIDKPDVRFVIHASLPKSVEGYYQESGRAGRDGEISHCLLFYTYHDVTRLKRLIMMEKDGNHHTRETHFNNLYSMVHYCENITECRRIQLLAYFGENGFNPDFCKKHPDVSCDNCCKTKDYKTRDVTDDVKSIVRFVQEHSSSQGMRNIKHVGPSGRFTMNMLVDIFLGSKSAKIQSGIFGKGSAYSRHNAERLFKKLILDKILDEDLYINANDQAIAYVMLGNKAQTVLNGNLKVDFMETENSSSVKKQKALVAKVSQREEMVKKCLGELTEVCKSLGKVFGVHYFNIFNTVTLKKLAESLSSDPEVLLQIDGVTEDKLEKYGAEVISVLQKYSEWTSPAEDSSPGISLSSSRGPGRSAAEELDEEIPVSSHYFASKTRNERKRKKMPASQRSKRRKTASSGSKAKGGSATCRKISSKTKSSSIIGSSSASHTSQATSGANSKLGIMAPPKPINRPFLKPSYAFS
POLI inh – qHTS for Inhibitors of Polymerase Iota. DNA polymerase iota (Homo sapiens), Q9UNA4. Pol iota fluorescent replication assay, 10 min. Potency, µM (series often up to 115 µM), for the others: at the top dose activity, negative = inhibition, actives largely listed as inhibitors. 1% of 390,000 active. AID 588590, 2011; note: potency is the fitted concentration of half-maximal effect
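Pol iota at 10 nM preincubated 15 min with compounds at room temperature; reaction started with fluorescent substrate, 50 nM final. Fluorescence read kinetically at 0 and 10 min; buffer-only wells as negative control.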
Active calls of the source: *; i = inactive; ? = inconclusive; . = not tested or not shown; & = joins results of further samples; [ ] = dose if it differs, or a comment. Unless noted, calls come from the whole dose curve; as a rule, active = well fitted curve in the direction sought with a large enough effect; inconclusive = small, poorly fitted or top-dose-only effect, or another doubt; inactive = no such curve, though single readings can be large; an effect the other way counts as inactive or inconclusive.

Values run as follows: POLB inh	RXFP1 antagonist	POLK inh	APEX1 inh	PGK inhibitor	POLH inh	Anesthetic bind	BLM inh	POLI inh
- Cc1ccc(S(=O)(=O)N2CCN(C(=O)COC(=O)COc3ccc(Cl)cc3)CC2)c(C)c1
 : .	7.0	-7.1%	.	-1.1%	-11.5%	.	.	-12.6%
- O=C(C1CCN(c2nnc(-n3cccc3)s2)CC1)N1CCN(c2cccc(C(F)(F)F)c2)CC1
 : 33.6%	-9.4	-8.8%	-5.0%	-1.9%	-10.5%	-16.7%	0.5%	5.8%
- N#Cc1c(N2CCOCC2)nc(-c2ccco2)c2c1CCCC2
 : 9.5%	6.6	-6.0%	-3.5%	-6.9%	2.3%	-13.8%	-4.2%	-16.0%
- O=C(CSc1ccc2ccccc2n1)N/N=C/c1ccccc1O
 : -9.0%	0.7	-20.0%	10.5%	-2.7%	-3.5%	-6.1%	-13.9%	-23.3%
- CC(=O)c1cccc(NC(=O)CCS(=O)(=O)c2cc(Br)cc3c2N(C(=O)C2CC2)CC3)c1
 : 1.6%	-6.5	14.6%	.	-0.6%	-6.6%	-16.6%	-0.4%	16.3%
- COc1ccc(OC)c(-c2cc(C(=O)NCc3cccs3)no2)c1
 : 2.0%	-4.1	-10.8%	26.1%	i	-13.2%	-12.8%	-2.8%	-20.5%[58.9 µM]
- N#Cc1ccccc1NC(=O)CC1CCCCC1
 : 18.5%	0.3	1.7%	5.7%	0.7%	?	?	-2.6%	19.2%
- Cc1ccccc1Nc1nc(N)nc(COC(=O)c2cccc(S(=O)(=O)NCc3ccccc3)c2)n1
 : 11.1%	-8.6	-10.0%	-0.1%	-0.3%	-29.0%	-12.5%	-7.6%	7.5%
- O=C(CCc1nc2cccnc2n1Cc1ccccc1)NCc1cccc(Cl)c1
 : 24.3%	-6.6	-11.9%	.	10.6%	-22.7%	-5.7%	-3.5%	25.4%
- CN1CCc2c(sc(NC(=O)c3ccc([N+](=O)[O-])o3)c2C(N)=O)C1
 : -16.1%	-13.0	-6.1%	33.2%	-9.2%	-15.0%	-14.9%	-7.9%	?
- COC(=O)c1ccc(NC(=O)C2CCN(S(C)(=O)=O)CC2)cc1
 : 12.9%	-1.1	7.7%	-0.6%	-7.5%	-3.6%	-7.0%	-1.6%	-8.6%
- Cc1cc(OC(C)C(=O)NCC(O)c2ccccc2)c2c(C)c(C)c(=O)oc2c1 (stereo not drawn)
 : 6.2%	2.9	7.7%	78.8%[activator]	-2.5%	-11.5%	?	0.7%	21.3%
- Cc1cnc(-c2nnc(N(C)C(=O)c3ccccn3)s2)cn1
 : 5.9%	.	.	-1.0%	.	.	-8.4%	-6.5%	.
- CC1(C)Cc2noc(N)c2C(C)(C)N1OC(=O)c1ccco1
 : 1.3%	-0.7	-3.9%	5.1%	-0.8%	-11.5%	-8.4%	4.1%	60.1%[activator]
- CCOC(=O)c1nn(-c2ccccc2C)c2nc(-c3ccc(C)cc3)c(C#N)c(=O)n12
 : -0.5%	-16.1	1.0%	-0.3%	-7.5%	-5.1%	-19.4%	-3.3%	0.4%
- Cc1ccc(C(=O)c2ccccc2C(=O)OCC(=O)NC(C)(C)C)cc1
 : 1.3%	-29.9	-3.0%	7.2%	-2.0%	11.7%	-16.1%	-2.0%	120.3%[activator]
- COc1ccc(NC(=O)c2cc(-c3ccc(C)o3)nc3ccccc23)cc1
 : .	-31.3	-24.1%	.	-2.1%	?	.	.	?
- Cn1cccc1CNC(=S)Nc1cc(F)cc(F)c1
 : 6.6%	-13.9	-0.2%	-1.8%	2.2%	7.6%	-3.5%	2.4%	15.3%
- CCOc1ccccc1NC(=O)Cn1nnc(C(=O)NCc2cccs2)c1N
 : ?	-9.2&13.9	-7.0%&-8.7%	-4.9%	-3.7%&9.6%	11.8%&-3.3%	164.0%&167.2%[activator]	-10.7%&-7.2%	?
- Cc1cc(=O)nc2c3ccccc3n(CC(=O)NCCCN3CCOCC3)n12
 : -24.9%	3.8	15.3%	69.5%[activator]	i	-12.7%	-3.8%	0.9%	-4.5%

Arranged by molar mass (smallest number first): some entries from above
Values run as follows: POLB inh	RXFP1 antagonist	POLK inh	APEX1 inh	PGK inhibitor	POLH inh	Anesthetic bind	BLM inh	POLI inh
- Cc1cnc(-c2nnc(N(C)C(=O)c3ccccn3)s2)cn1
 : 5.9%	.	.	-1.0%	.	.	-8.4%	-6.5%	.
- Cc1ccc(C(=O)c2ccccc2C(=O)OCC(=O)NC(C)(C)C)cc1
 : 1.3%	-29.9	-3.0%	7.2%	-2.0%	11.7%	-16.1%	-2.0%	120.3%[activator]
- CC(=O)c1cccc(NC(=O)CCS(=O)(=O)c2cc(Br)cc3c2N(C(=O)C2CC2)CC3)c1
 : 1.6%	-6.5	14.6%	.	-0.6%	-6.6%	-16.6%	-0.4%	16.3%

Following part
Values run as follows: POLB inh	RXFP1 antagonist	POLK inh	APEX1 inh	PGK inhibitor	POLH inh	Anesthetic bind	BLM inh	POLI inh
- O=C(COC(=O)COc1ccccc1)Nc1ccc(Cl)cn1
 : .	-2.7	7.0%	-5.2%	-5.7%	-18.9%	.	.	36.0%[activator]
- O=C(NCCN1CCOCC1)c1cc(Br)ccc1Cl
 : 20.3%	19.1	0.5%	-0.9%	i	-18.5%	-12.0%	-2.3%	-1.0%
- COc1ccccc1CN(Cc1cc2cc(C)ccc2[nH]c1=O)Cc1nnnn1CC1CCCO1 (stereo not drawn)
 : -3.9%	-10.3	-7.0%	?	-4.1%	-2.1%	6.6%	5.3%	-25.1%
- COc1ccc(OC)c(CNS(=O)(=O)c2ccc3[nH]c4c(c3c2)CCCCC4)c1
 : 3.2%	.	-23.0%	.	-2.1%	-12.2%	-9.7%	-16.0%	-4.0%
- Cc1nc(-c2ccc(S(=O)(=O)N3CCOCC3)cc2)cs1
 : 30.3%	-12.3	-7.7%	3.6%	8.0%	-7.5%	-0.6%	-0.7%	39.0%[activator]
- COc1cccc(OCCCCn2c(-c3ccc(Cl)cc3)nc3ccccc3c2=O)c1
 : -15.4%	-10.9	?	.	-9.8%	-11.8%	48.7%[activator]	-2.0%	?
- O=C(Cc1cc(=O)oc2cc(O)ccc12)NCC1CCC(C(=O)O)CC1 (stereo not drawn)
 : 19.6%	12.0	-14.3%	17.0%	5.4%	?	.	-0.1%	18.8%
- Cc1ccc(-c2nc(C)sc2CC(=O)OCC(=O)Nc2ccc(F)c(Cl)c2)cc1
 : .	3.0	-13.4%	.	1.6%	-12.9%	.	.	?
- Cc1ccccc1N1CCN(C2CCCN(C(=O)c3snnc3C)C2)CC1 (stereo not drawn)
 : 42.5%	-2.8	-7.0%	-5.3%	-0.3%	-7.8%	-5.3%	-0.4%	29.5%
- CCC1COCCS(=O)(=O)N1Cc1cccc(C(F)(F)F)c1 (stereo not drawn)
 : 37.3%	.	-2.2%&-21.7%	-3.3%	7.9%	-7.8%	?	1.0%	6.9%&1.5%
- O=C(c1ccc(NC(=S)NCc2ccco2)cc1)N1CCCCC1
 : -2.6%	-8.4	-7.2%	-1.5%	-6.3%	-1.7%	-19.7%	-5.4%	45.2%[activator]
- C[C@H](NC(=O)c1nc[nH]c1C(=O)NCC(=O)OCc1ccccc1)c1ccccc1
 : 8.4%	.	-2.6%	11.3%	-4.3%	-7.3%	-18.4%	-9.2%	?
- CCN(C(=O)CSc1nnc(Cn2nnc3ccccc32)o1)c1nc(C)cs1
 : 13.2%	-1.5	0.9%	21.0%	-10.4%	-14.3%	-2.6%	-11.6%	18.4%
- Cn1c2c(c(=O)n1-c1ccccc1)CSCC2
 : .	0.8	-15.3%	.	3.6%	0.1%	.	.	2.5%
- C[C@@H](NC(=O)OC(C)(C)C)c1nnc(S(=O)(=O)Cc2ccccc2)o1
 : 0.9%	-17.0	-5.7%	0.2%	-9.2%	-17.9%	-8.0%	-2.7%	54.0%[activator]
- Cc1nn(C)c(C)c1CCC(=O)NC1CC(C)(C)Cc2c1cnn2-c1ccccc1 (stereo not drawn)
 : -27.9%	-10.2	-10.5%	7.7%	-3.9%	-14.2%	-7.1%	-0.3%	4.7%
- CC1SC(c2ccc(Cl)cc2)NC1=O (stereo not drawn)
 : 2.1%	-1.2	-3.1%	19.0%	5.0%	0.8%	-1.3%	3.2%	10.2%
- O=c1c2ccccc2nc(/C=C/c2cccc3ccccc23)n1-c1ccc(F)cc1F
 : 5.4%	-13.7	-11.9%[60.1 µM]	.	8.7%	-12.0%	148.1%[activator]	-7.3%	-3.4%
- CCOC(=O)C1=C(C)NC2=C(C(=O)CC(C)(C)C2)C1c1ccc2c(c1)CCCN2C (stereo not drawn)
 : -10.3%	-19.2	-8.9%	-0.7%	-6.5%	-11.1%	-15.2%	-5.0%	8.0%
- O=C(c1csc2c1CCCC2)n1cccn1
 : .	-2.1	-11.7%	.	i	-8.2%	.	.	36.8%[activator]
- CCN(CC)c1ccc(N)cc1
 : .	.	1.7%	4.1%&1.7%	-10.7%	-18.9%	.	.	69.2%
- O=C(CCc1ccccc1)NCc1ccc2c(c1)OCO2
 : 99.2%	4.4	-2.4%	10.8%	-4.0%	-2.0%	-10.4%	-2.4%	26.4%
- CCN(Cc1ccccc1)C(=O)c1cc2ccc3cccnc3c2[nH]1
 : 9.4%	-31.1	2.2%	.	-1.2%	-20.8%	?	-3.3%	23.5%

Bioassay records: PubChem, National Center for Advancing Translational Sciences (NCATS)

A portion of the library; the hit share may differ from the screen's.
